Shn3 inh set2 = inhibitors of Schnurri-3 3'UTR reporter in osteoblasts; Clone20 osteoblast Shn3 3'UTR firefly luciferase, 24 h; inhibition, % at 12.5 µM; hit rate 0.52% among 360,000; AID 588674;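 active means mean inhibition of at least 75% with every replicate also reaching 75%; inconclusive means mean inhibition at least 75% but some replicate below; inactive means mean inhibition below 75%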;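 further: 0% = median of neutral control wells and 100% = pilot-screen positive control compound; some compounds past the cut are filed as inactive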
PDI turbidity = inhibitors of human protein disulfide isomerase. P07237. PDI insulin aggregation turbidity, A650, 90 min. inhibition, % at 10 µM. hit rate 0.052% among 350,000;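 active means mean inhibition across replicates of 30% or more, whatever share of single replicates reach that level; inconclusive means mean inhibition below 30% while every single replicate reaches 30%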;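 further: absorbance from insulin aggregation driven by PDI reduction with DTT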
Target sequence (P07237 whole entry, looked up): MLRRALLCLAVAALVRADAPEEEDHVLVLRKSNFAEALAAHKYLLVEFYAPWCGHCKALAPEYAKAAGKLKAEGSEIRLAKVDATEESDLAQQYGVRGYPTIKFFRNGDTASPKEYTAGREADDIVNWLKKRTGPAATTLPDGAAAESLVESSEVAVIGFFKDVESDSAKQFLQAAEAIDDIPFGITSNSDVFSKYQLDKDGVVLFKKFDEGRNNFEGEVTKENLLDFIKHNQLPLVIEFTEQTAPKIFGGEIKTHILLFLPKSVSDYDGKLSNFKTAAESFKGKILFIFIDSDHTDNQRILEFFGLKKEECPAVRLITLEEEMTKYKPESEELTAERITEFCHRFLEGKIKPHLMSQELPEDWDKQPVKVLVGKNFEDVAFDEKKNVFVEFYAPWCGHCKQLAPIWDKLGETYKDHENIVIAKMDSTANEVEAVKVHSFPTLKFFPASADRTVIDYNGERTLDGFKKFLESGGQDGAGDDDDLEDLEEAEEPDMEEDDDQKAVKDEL
CF NFkB inh = inhibitors of cystic fibrosis induced NF-kB; AID 588850; KKLEB NF-kB-GFP reporter, PAF-induced, GFP fluorescence overnight; inhibition, % at 5 µM; hit rate 0.86% among 360,000;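 active means at least 50% inhibition at 5 µM, scaled per plate between neutral and stimulator controls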;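 further: PAF is a Pseudomonas aeruginosa culture filtrate used as stimulus; plate controls were PAF-stimulated DMSO wells for no effect and unstimulated DMSO wells for full effect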
NR2E3 ag-1 = activates human NR2E3 receptor; CHO-S Gal4-NCOR/VP16-NR2E3 two-hybrid, luciferase; hit rate 0.35% among 360,000; AID 602229; Q9Y5X4; inhibition of corepressor binding, % at 3.98 µM;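 active means inhibition above the mean of all tested compounds plus 3 SD, cut at about 70% in these data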;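 further: 0% = DMSO with NR2E3 transfected cells and 100% = cells lacking NR2E3 construct; higher means lower luciferase signal from less NR2E3 corepressor binding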
Target sequence (Q9Y5X4 whole entry, looked up, the tested form may be a part): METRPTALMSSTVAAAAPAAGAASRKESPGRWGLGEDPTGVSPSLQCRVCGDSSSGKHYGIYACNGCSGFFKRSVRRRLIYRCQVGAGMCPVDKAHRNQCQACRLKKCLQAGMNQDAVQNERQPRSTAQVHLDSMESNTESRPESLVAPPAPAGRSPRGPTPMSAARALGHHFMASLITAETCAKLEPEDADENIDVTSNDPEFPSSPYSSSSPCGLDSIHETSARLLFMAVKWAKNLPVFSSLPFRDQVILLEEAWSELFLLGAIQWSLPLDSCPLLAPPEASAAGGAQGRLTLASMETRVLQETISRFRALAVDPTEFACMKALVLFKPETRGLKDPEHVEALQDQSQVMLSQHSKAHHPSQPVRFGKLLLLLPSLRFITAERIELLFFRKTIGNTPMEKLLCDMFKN
Vif imaging = HIV Vif inhibition; hit rate 0.35% among 340,000; HEK293T cells, Vif self-association by quenched fluorescence, imaging, 24 h; inhibition, % at 7.49 µM; AID 602346; in the data active means inhibition above about 50%, passing the limit was not always enough; inconclusive means no clear call, values can overlap the other calls; inactive means below about 31%; further: some results filed as inactive read as strong as hits
TRPM1 prom inh = reduces MITF-dependent TRPM1 promoter luciferase signal | SK-MEL-5 TRPM1 promoter luciferase, 24 h | inhibition, % at 12.5 µM | hit rate 0.83% among 330,000;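 active means mean inhibition across replicates of 60% or more, whatever share of single replicates reaches that level; inconclusive means some that reach 60%, reason not given; inactive means mean inhibition across replicates below 60%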; further: values of inactives mirror those of a sister screen read the other way
HIF-2a inh = inhibitors of HIF-2a. 786-0 RCC cells HIF-2a reporter, luciferase luminescence, overnight. inhibition, % at 18.8 µM. hit rate 0.72% among 360,000. AID 624352;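 active means inhibition of the luminescence signal of 40% or more relative to plate controls, in a single-dose primary screen at 18.75 µM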
KKLEB cytotox = reduces viability of KKLEB cystic fibrosis airway cells. KKLEB CF airway cells viability, ATPlite luminescence, overnight; hits give low values; cells stimulated with P. aeruginosa culture filtrate. activity change (cytotoxicity), % at 5 µM. hit rate 0.36% among 360,000;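 active means corrected activity change at or below -50% at 5 µM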
NR2E3 ag-2 = activates human photoreceptor nuclear receptor NR2E3; GST-NR2E3/biotin-RetCOR TR-FRET, 1536-well; inhibition of corepressor binding, % at 4.78 µM; hit rate 0.12% among 320,000; AID 2300;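 active means percent inhibition above the cutoff of mean plus 3 SD of all tested compounds, set per screening campaign, cut at about 20% in these data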;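 further: 0% = DMSO wells and 100% = biotin wells as full block of FRET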
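Format: 1536-well format; test system: GST-NR2E3 and biotin-RetCOR proteins; read-out basis: percent inhibition of TR-FRET ratio; timing: 5 h incubation at 4 °C; detection: time-resolved FRET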
CaV13 ICDI inh = Primary screen for inhibitors of IQ motif and Ca2+-dependent inactivation inhibitor domain binding in CACNA1D, Förster resonance energy transfer in living cells, …; HEK cells, CFP/YFP FRET ICDI-IQ, plate reader, 10 min; percent FRET-ratio fall versus neutral wells; inhibition, % at 12.3 µM; hit rate 0.098% among 340,000; AID 743397;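 active means mean replicate inhibition of at least 30% and at least 1% of replicates passing that level; inconclusive means only one of the two criteria is met; inactive means neither criterion is met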;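 further: 0% = median of the neutral control wells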
Peg3 prom inh = Peg3 promoter activity inhibition | HeLa PEG-Prom luciferase reporter, luminescence, overnight | inhibition, % at 20 µM | hit rate 1.7% among 360,000;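 active means inhibition of at least 50% at 20 µM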
* = called active by the depositor; ? = inconclusive; · = not tested or not shown. This is a random part of the collection. Share with any hit: about 3.3%.

Below each SMILES – Shn3 inh set2, PDI turbidity, CF NFkB inh, NR2E3 ag-1, Vif imaging, TRPM1 prom inh, HIF-2a inh, KKLEB cytotox, NR2E3 ag-2, CaV13 ICDI inh, Peg3 prom inh
1) CC(C)CC(=O)NC(c1cccs1)c1ccc2cccnc2c1O (stereo not drawn)
  89*, 2, 6, -44, 5, ?, -50, -11, -1, ·, 31
2) Cc1nc([N+](=O)[O-])cn1CC(=O)c1ccc(OC(F)(F)F)cc1
  -11, 10, -16, -32, -7, -3, 8, 4, 4, ·, 10
3) O=C(NC(=S)Nc1ccc(N2CCCC2)cc1)c1ccccc1[N+](=O)[O-]
  -9, 7, -3, -36, 3, -31, -74, 6, -1, -14, -100
4) CNC(=O)C1CC(=O)N(Cc2ccc3c(c2)OCO3)C(=Nc2ccc(F)cc2)S1 (stereo not drawn)
  20, -2, -7, -9, -3, -5, 15, 2, -1, -8, -64
5) N#Cc1ccccc1OCC(=O)N1CCN(S(=O)(=O)c2ccc(Cl)cc2)CC1
  -9, 12, 2, 13, -10, -4, 2, 5, -3, -6, -2
6) CCCNC(=O)C1CCC(CNS(=O)(=O)c2ccc3c(c2)CC(C)N3C(C)=O)CC1 (stereo not drawn)
  -4, 0, 3, 2, 10, 6, 6, 1, 2, -14, 6
7) O=S(=O)(c1ccccc1)C1(C2CC(c3ccccc3)=NO2)CC(O)C1 (stereo not drawn)
  -7, -4, 0, -11, 12, -14, -13, 8, -2, -12, -4
8) CC(OC(=O)c1ccco1)C(=O)NCc1ccc2c(c1)OCO2 (stereo not drawn)
  8, -5, -2, -19, -10, -9, 7, 7, 1, -7, 4
9) CC(C)(C)c1ccc(NC(=O)COC(=O)c2ccc(CN3CCCC3=O)cc2)cc1
  -1, -8, -28, -9, 33, -18, -47, 9, 0, -15, -47
10) Cc1ccc(CNC(=O)COC(=O)Cc2ccc(-c3ccccc3)cc2)cc1
  0, 2, 3, -14, 3, -1, 22, 9, -3, -2, 10
11) Cc1cc(C)nc(Nc2ccc(C)c([N+](=O)[O-])c2)n1
  -24, 12, 5, -52, 12, -40, -168, -7, 3, -6, -127
12) CSCC(NS(=O)(=O)c1ccc(C)cc1)C(=O)O (stereo not drawn)
  7, 3, 4, 3, -1, -12, -1, 8, -3, -5, 3
13) Brc1ccc(-c2nc3ncccn3c2NC2CCCCC2)o1
  0, -2, 12, -29, -8, -1, 10, -7, -2, -6, 16
14) CCN(CC)Cc1cc(NC2=NS(=O)(=O)c3ccccc32)ccc1OC(=O)C(C)C
  7, -10, -2, -5, 1, -17, 2, 2, 5, -5, 13
15) Cc1ccc(C(=O)NNc2ncnc3c2cnn3C)cc1
  7, 1, 4, -23, -8, -9, 4, 2, 0, -15, 3

More compounds follow:
entry | molecule | Shn3 inh set2 | PDI turbidity | CF NFkB inh | NR2E3 ag-1 | Vif imaging | TRPM1 prom inh | HIF-2a inh | KKLEB cytotox | NR2E3 ag-2 | CaV13 ICDI inh | Peg3 prom inh
16 | CC(=O)Nc1c(C(=O)C2CC2)oc2ccccc12 | -3 | 1 | 10 | -17 | 2 | 5 | 5 | -1 | 1 | -8 | 5
17 | CCC(SC1=NCCS1)C(=O)Nc1ccc(S(N)(=O)=O)cc1 (stereo not drawn) | -10 | 0 | 5 | -9 | 0 | 5 | 11 | -3 | 1 | -4 | 12
18 | CCNc1nc(Cl)nc(NCCOc2ccc(C)cc2)n1 | -8 | -10 | 16 | 23 | 11 | 11 | 6 | -2 | 0 | -5 | 29
19 | COc1ccccc1C1OCC(C)(C)CO1 | -22 | -3 | -3 | 6 | 13 | 7 | -3 | 13 | · | -5 | -2
20 | COc1ccc2c(c1OC)C(=O)N(c1nccs1)C2 | -59 | -2 | -14 | -49 | 4 | -11 | -183 | 20 | 4 | · | -159
21 | O=[N+]([O-])c1cc(/C=N/OCc2c(Cl)cccc2Cl)ccc1N1CCOCC1 | -9 | 3 | 14 | -5 | 6 | -32 | -32 | -3 | -1 | -5 | -10
22 | COC(=O)c1c(NC(=O)CSc2nnc(-c3ccco3)n2Cc2ccccc2)sc(C)c1C | 10 | -9 | -8 | -21 | 3 | -2 | 12 | 4 | 0 | -2 | 13
23 | CCN(CC)C(=O)c1ccc(COc2ccc(Cl)c(C)c2)o1 | 29 | -4 | 15 | 33 | -13 | -45 | -185 | -22 | -1 | -3 | -166
24 | CCc1ccc(N2CC(C(=O)Nc3ccccc3F)CC2=O)cc1 (stereo not drawn) | -5 | 0 | -6 | 0 | · | -7 | 2 | 18 | 3 | -5 | 23
25 | Cc1cc(NC(=O)C2C3C(=O)N(CCC(C)C)C(C(=O)NCc4ccccc4)C34C=CC2(C)O4)no1 (stereo not drawn) | -13 | 0 | -14 | -5 | 16 | -9 | 15 | -4 | 0 | -6 | 5
26 | Cc1cc(C(=O)N/N=C2\CC(=O)CC(C)(C)C2)c2ccccc2n1 | -8 | 4 | 10 | -20 | · | 10 | 19 | 14 | 4 | -19 | -1
27 | C=CCSc1ncc(-c2ccccc2)cn1 | -57 | 3 | -2 | -23 | -4 | -69 | -211 | 1 | 1 | 3 | -224
28 | CCCCNc1nnc(SCC(=O)c2c(N)n(CCC)c(=O)[nH]c2=O)s1 | -8 | -12 | -20 | -13 | 12 | 0 | 14 | 22 | 4 | -16 | 7
29 | CC[C@@H](C)[C@@H]1CN([C@@H](C)CN2CCC[C@H]2CN2C(N)=NC[C@@H]2Cc2ccccc2)C(=N)N1CCCC1CCCC1 | 44 | 5 | -10 | 0 | 5 | 2 | 8 | 0 | · | -7 | 1
30 | O=C(N/N=C/c1ccc([N+](=O)[O-])o1)c1ccc(O)cc1 | 29 | 0 | 22 | 11 | -4 | 87* | -58 | -4 | 0 | -5 | -28
31 | CSc1ccccc1NC(=O)CN(C)CC(=O)Nc1ccccc1C(F)(F)F | -8 | -3 | -13 | 8 | -5 | 13 | 8 | 7 | 3 | -1 | 3
32 | COc1ccc(N2Cc3ccc(OC)c(OC)c3C2=O)cc1 | -74 | 0 | -3 | -51 | -2 | -89 | -190 | -5 | 1 | -5 | -258
33 | Cc1c(Nc2cc(N3CCCC(C)C3)c3nonc3c2[N+](=O)[O-])c(=O)n(-c2ccccc2)n1C (stereo not drawn) | -9 | -6 | -6 | 13 | 13 | -23 | 13 | 3 | -2 | · | 10
34 | Cc1ccccc1N(C(=O)Cc1c[nH]c2ccccc12)C(C(=O)NC1CCCCC1)c1ccco1 (stereo not drawn) | 23 | 16 | -17 | -48 | 22 | 12 | 3 | 1 | 1 | -3 | 31
35 | O=S(=O)(Nc1ccccc1O)c1cccc2cccnc12 | -4 | 4 | 3 | -9 | -2 | 12 | 13 | -3 | -1 | -11 | 0
36 | COc1ccc(CC(=O)N2CCN(c3ccc(C4=NNC(=O)CC4C)cc3)CC2)cc1 (stereo not drawn) | 21 | 3 | -12 | 7 | -2 | -12 | 20 | -23 | -4 | 0 | 16
37 | COc1ccccc1/C=[N+](\[O-])C1SC(=S)N(C)C1(C)C (stereo not drawn) | -9 | 1 | 10 | 22 | -1 | -36 | 16 | -19 | -2 | -5 | 9
38 | O=C(Cc1n[nH]c(=O)c2ccccc12)Nc1ccc(-c2nnc3n2CCCCC3)cc1 | -9 | 10 | 13 | 9 | 21 | 3 | 11 | 6 | 5 | -5 | 0
39 | COc1cc(/C=N/NC(=Nc2ccc(C)cc2)c2nc3ccccc3s2)ccc1O | 52 | -1 | -16 | 91* | -3 | 69* | 73* | -12 | 2 | -4 | 72*
40 | c1ccc2c(c1)[nH]c1c(N3CCC4(CC3)OCCO4)ncnc12 | 18 | 8 | 1 | 33 | ? | 33 | 30 | 2 | 8 | · | 37
41 | Cc1c(Br)c([N+](=O)[O-])nn1C(C)C(=O)N1CCCc2ccccc21 (stereo not drawn) | 10 | -3 | -5 | -6 | -8 | 6 | -24 | 10 | 2 | · | -27
42 | CCOC(=O)N1CCN(C(=O)CSCc2nc(-c3ccccc3F)oc2C)CC1 | 16 | 1 | 15 | -9 | -13 | 14 | 18 | -5 | -1 | -5 | 17

Quoted at random: 4 entries already listed, in no set order.
entry | molecule | Shn3 inh set2 | PDI turbidity | CF NFkB inh | NR2E3 ag-1 | Vif imaging | TRPM1 prom inh | HIF-2a inh | KKLEB cytotox | NR2E3 ag-2 | CaV13 ICDI inh | Peg3 prom inh
16 | CC(=O)Nc1c(C(=O)C2CC2)oc2ccccc12 | -3 | 1 | 10 | -17 | 2 | 5 | 5 | -1 | 1 | -8 | 5
29 | CC[C@@H](C)[C@@H]1CN([C@@H](C)CN2CCC[C@H]2CN2C(N)=NC[C@@H]2Cc2ccccc2)C(=N)N1CCCC1CCCC1 | 44 | 5 | -10 | 0 | 5 | 2 | 8 | 0 | · | -7 | 1
36 | COc1ccc(CC(=O)N2CCN(c3ccc(C4=NNC(=O)CC4C)cc3)CC2)cc1 (stereo not drawn) | 21 | 3 | -12 | 7 | -2 | -12 | 20 | -23 | -4 | 0 | 16
14 | CCN(CC)Cc1cc(NC2=NS(=O)(=O)c3ccccc32)ccc1OC(=O)C(C)C | 7 | -10 | -2 | -5 | 1 | -17 | 2 | 2 | 5 | -5 | 13
